Screens deposited in PubChem by several laboratories.
HIV RNase H inh: blocks HIV-1 RNase H cleavage of RNA/DNA duplex | P04585 | RT-RNase H RNA/DNA duplex cleavage, fluorescence | inhibition, % at 10 µM | hit rate 1.9% among 65,000 | AID 565; in the data active = inhibition above about 50%
RmlC RmlD mix: mixture blocks RmlC and RmlD coupled enzyme activity; RmlC/RmlD coupled enzyme inhibition, 384-well mixture HTS; hit rate 0.39% among 110,000; inhibition, % at 5.5 µM; AID 1532; in the data active = inhibition above about 30%, passing the limit was not always enough; note: strong numbers were not always called active
Starred values were filed as active, the others as inactive; nt = no result given. The list is partial. The share of hits here may be higher or lower than overall.

SMILES	HIV RNase H inh	RmlC RmlD mix
COC(=O)c1ccc(NC(=O)c2ccco2)cc1	5	-53
C=C1c2ccc(C)cc2NC(=O)N1c1ccccc1	-9	-12
CCOC(=O)CSC1=C(C#N)C(c2ccccc2Cl)C(C(=O)OC)C(=O)N1 (centres undefined)	1	128
O=C(O)CCCC(=O)NS(=O)(=O)c1ccc(Cl)cc1	nt	10
O=C(CSc1nnc(-c2ccco2)n1Cc1ccco1)NCc1cccs1	12	-14
Cc1ccc(N(CN2CCCC2=O)C(=O)c2ccc(C)c(C)c2)cc1	-17	4
Cc1ccc(S(=O)(=O)Nc2ccc3nc(N)sc3c2)cc1	6	3
Nc1nonc1-c1noc(N2CCOCC2)n1	-3	-2
Cc1cccn2c(/C=N/OCc3ccc(F)cc3)c(-c3ccc(Cl)cc3)nc12	nt	-22
Cc1ccc(/C=N/c2sc3c(c2C#N)CCC3)s1	-3	-15
O=C1OC(C(=O)O)Cc2ccccc21 (centres undefined)	nt	-31
CCOC(=O)Cc1csc(SC(C)C(=O)Nc2ccc(NC(C)=O)cc2)n1 (centres undefined)	nt	-10
Cc1ccccc1N1CCN(C(=O)CCN2C(=O)c3ccccc3C2=O)CC1	nt	-12
CN(C)C(=S)NC1(C)CCS(=O)(=O)C1 (centres undefined)	nt	16
Cc1ccc2nc(C)cc(N3CCOCC3)c2c1	nt	-9
CC(O)(CS(=O)(=O)c1ccc(F)cc1)C(=O)Nc1ccc(C#N)c(C(F)(F)F)c1 (centres undefined)	nt	-14
COc1cc(-c2nnc(SC(C)C(=O)Nc3c(C)n(C)n(-c4ccccc4)c3=O)o2)cc(OC)c1OC (centres undefined)	nt	-5
O=C(CCCn1c(=O)[nH]c2cc(Cl)ccc2c1=O)NC1CCCCCCC1	nt	-6
CC(C)C[C@H](NC(=O)OC(C)(C)C)C(=O)N1CCC(C(=O)N[C@@H](Cc2ccccc2)C(=O)O)CC1	6	nt
O=C(Nc1ccccc1[N+](=O)[O-])c1nc[nH]c1C(=O)NCCO	nt	16
O=C(CC(=O)NCc1cccnc1)NCc1cccnc1	-4	-10
CCCCOc1ccc(CNC(=O)NS(=O)(=O)c2ccc(OCC)cc2)cc1	nt	-15
COc1ccc(CNC(=O)c2ccc3c(c2)N(C)C(=O)CS3=O)cc1 (centres undefined)	-6	-6
O=C(Cn1nc(-c2ccccc2F)ccc1=O)NCc1ccc2c(c1)OCO2	2	6
CCN(CC)CCCN1C(=O)C(=O)/C(=C(/O)c2ccc3c(c2)OCO3)C1c1ccccn1 (centres undefined)	-4	nt

(more compounds)
SMILES	HIV RNase H inh	RmlC RmlD mix
CCCCOC(=O)Nc1cc(OC)c(Cl)cc1OC	-32	8
O=C(Nc1ccc(C(=O)N2CCOCC2)cc1)Nc1cccc(Cl)c1	4	nt
CN(C)c1nc(Cl)cc(N2CCOCC2)n1	nt	-43
COC(=O)C(C)n1cnc2c(nnn2-c2ccc(OC)cc2)c1=O (centres undefined)	-8	3
COc1ccc(/C=C2\OC(=S)N(C)C2=O)cc1	nt	6
COc1ccccc1OCCCCOc1ccccc1F	nt	-5
CCN(CC)S(=O)(=O)c1ccc(NC(=O)C(C)N(c2ccccc2)S(C)(=O)=O)cc1 (centres undefined)	nt	-11
Cc1nnc(NC(=O)CSC2CCCCC2)s1	-9	-7
CNC(=O)c1ccc(-c2sc3nc(N4CCOCC4)c4c(c3c2N)CCCC4)o1	-30	-80
CCOC(=O)N1CCN(C(=O)COc2ccc(S(=O)(=O)Nc3ccc(OCC)cc3)cc2)CC1	-28	-5
CCCCC(=O)Nc1nc(C)c(-c2csc(Nc3ccc(Cl)cc3)n2)s1	nt	-15
O=C(CSc1nnc(Cn2nnc(-c3ccccc3)n2)n1-c1ccccc1)Nc1ccccc1	1	9
O=C(COc1ccccc1)Nc1ccccc1N1CCCCC1	-50	26
CCOC(=O)C(=CNc1cc(C)nn1C(C)(C)C)C(=O)OCC	nt	-4
CCOC(=O)c1[nH]c(C)c(C(=O)OCc2c(C)noc2C)c1C	-25	-16
Fc1ccccc1CNc1ccc(Cl)cc1	nt	3
O=C1CCCC2=C1C1(CCCCC1)N=C(Nc1nc3ccccc3o1)N2	-5	-4
CNc1nc(-c2ccccn2)nnc1-c1ccccc1	nt	7
Cn1c(=O)n(CCN2CCOCC2)c(=O)c2c1nc1n2CCN1c1ccc(Oc2ccccc2)cc1	-11	nt
C=CCCCOc1ccc(C(=O)O)cc1	-10	10
Cc1cccc(-c2noc(C3CCCCC3)n2)c1	-16	-11
COC(=O)C1=C(C)N(CCc2ccccc2)C(=O)C1(NS(=O)(=O)c1ccc(NC(C)=O)cc1)C(F)(F)F (centres undefined)	nt	-32
O=C1C2C3C=CC(CC3)C2C(=O)N1/N=C/c1ccccc1O (centres undefined)	nt	-8
COC(=O)[C@H](CCSC)NC(=O)Nc1ccc(C)cc1C	-11	-6
Cc1cc(C)cc(NC(=O)CSc2nnc(-c3ccccc3C)o2)c1	2	-30

Continuation:
SMILES	HIV RNase H inh	RmlC RmlD mix
CCOC(=O)N1CCC(NC(=O)CCCN2C(=O)CSc3ncccc32)CC1	-4	7
CC(C)=C1C2C=CC1C(C(=O)Nc1cc(C)ccc1C)C2C(=O)O (centres undefined)	-16	11
COc1cccc(Sc2ccccc2CN(C)C)c1	nt	-19
Cc1cc(NC(=O)c2ccc(N(C)S(=O)(=O)c3ccccc3)cc2)no1	-10	-11
COc1ccccc1N1CCN(C(=O)C(Cc2ccccc2)NC(=O)C2CCCCC2)CC1 (centres undefined)	-6	-8
CC(C)CC(c1nnnn1Cc1ccco1)N1CCN(c2cccc(Cl)c2)CC1 (centres undefined)	0	-5
COc1cc(S(=O)(=O)N(Cc2ccccn2)Cc2ccco2)ccc1-n1cnnn1	nt	-10
Cc1cc(C)c2c(c1)/C(=C/C(=O)c1ccc(Br)s1)C(=O)N2	nt	-1
CCOC(=O)CCc1c(C)nc2ncnn2c1C	-10	-12
OCCNc1nc(Nc2cc(Cl)ccc2OC2CCCC2)nc(N2CCCC2)n1	nt	-11
CCN(CC)CC(=O)NCc1cc(-c2ccc(OC)cc2)no1	nt	25
COc1ccc2[nH]cc(C(=O)CNc3nc(C)cs3)c2c1	nt	-10
O=C(CSc1nnc(CNC(=O)c2cccs2)o1)NC1CCCC1	-3	-14
CC(=O)c1c(C)nc(-c2ccccc2)n1O	nt	-14
Cc1ccc(NC(=O)Cn2c(=O)oc3cc(S(=O)(=O)N4CCC(C)CC4)ccc32)cc1C	nt	9
COc1ccccc1N(CC(=O)NCc1ccccc1)C(=O)CCC(=O)Nc1cc(C)ccn1	nt	-9
Cc1ccc(NC(=O)CSc2nnc(-c3ccccc3Br)o2)cc1C	-8	3
O=C(NC1CC1)C1=C[C@H](C2CCCCC2)C[C@H](OCc2ccc(CO)cc2)O1	nt	4
Cc1sc2ncnc(N3CCCCC3C)c2c1C (centres undefined)	-28	-16
COc1ccc(/C=C2\CCCC(C(=O)C(F)(F)F)=C2O)cc1	nt	-3
COC(=O)CCCC1=CC2=CC(=O)C(C)(OC(=O)c3cccs3)C(=O)C2=CN1CCc1ccccn1 (centres undefined)	nt	6
O=S(=O)(NCc1csc(-c2cccnc2)n1)c1cccs1	-8	-11
CCOC(=O)c1ccc(N2C(=O)CC(SCC(N)C(=O)OCC)C2=O)cc1 (centres undefined)	12	-4
Cc1nc(N)sc1-c1csc(N(C)c2ccc(O)cc2)n1	-8	-13
Cc1cc(C)nc(NS(=O)(=O)c2ccc(NC(=O)CCC3COc4ccccc4O3)cc2)n1 (centres undefined)	0	-12

18 neighbouring entries from above, for reference:
SMILES	HIV RNase H inh	RmlC RmlD mix
CCOC(=O)C(=CNc1cc(C)nn1C(C)(C)C)C(=O)OCC	nt	-4
CCOC(=O)c1[nH]c(C)c(C(=O)OCc2c(C)noc2C)c1C	-25	-16
Fc1ccccc1CNc1ccc(Cl)cc1	nt	3
O=C1CCCC2=C1C1(CCCCC1)N=C(Nc1nc3ccccc3o1)N2	-5	-4
CNc1nc(-c2ccccn2)nnc1-c1ccccc1	nt	7
Cn1c(=O)n(CCN2CCOCC2)c(=O)c2c1nc1n2CCN1c1ccc(Oc2ccccc2)cc1	-11	nt
C=CCCCOc1ccc(C(=O)O)cc1	-10	10
Cc1cccc(-c2noc(C3CCCCC3)n2)c1	-16	-11
COC(=O)C1=C(C)N(CCc2ccccc2)C(=O)C1(NS(=O)(=O)c1ccc(NC(C)=O)cc1)C(F)(F)F (centres undefined)	nt	-32
O=C1C2C3C=CC(CC3)C2C(=O)N1/N=C/c1ccccc1O (centres undefined)	nt	-8
COC(=O)[C@H](CCSC)NC(=O)Nc1ccc(C)cc1C	-11	-6
Cc1cc(C)cc(NC(=O)CSc2nnc(-c3ccccc3C)o2)c1	2	-30
CCOC(=O)N1CCC(NC(=O)CCCN2C(=O)CSc3ncccc32)CC1	-4	7
CC(C)=C1C2C=CC1C(C(=O)Nc1cc(C)ccc1C)C2C(=O)O (centres undefined)	-16	11
COc1cccc(Sc2ccccc2CN(C)C)c1	nt	-19
Cc1cc(NC(=O)c2ccc(N(C)S(=O)(=O)c3ccccc3)cc2)no1	-10	-11
COc1ccccc1N1CCN(C(=O)C(Cc2ccccc2)NC(=O)C2CCCCC2)CC1 (centres undefined)	-6	-8
CC(C)CC(c1nnnn1Cc1ccco1)N1CCN(c2cccc(Cl)c2)CC1 (centres undefined)	0	-5

Next entries.
SMILES	HIV RNase H inh	RmlC RmlD mix
CC(=O)c1ccc(NC(=O)C2CC(=O)N(Cc3ccccc3)C2)cc1 (centres undefined)	nt	-7
CCOCCOC(=O)COc1ccc(N2C(=O)c3ccccc3C2=O)cc1	-3	9
Cc1cc(C)c2c(N)c(S(=O)(=O)c3ccccc3)sc2n1	-94	-12
CCC(=O)Nc1cccc(NC(=O)c2cccc([N+](=O)[O-])c2)c1	nt	-4
c1ccc(C2(CNc3ccccn3)CCCC2)cc1	nt	1
CC1CCCC(C)N1CC(C)(C)NS(=O)(=O)c1ccc(Cl)cc1 (centres undefined)	nt	6
Cc1csc2c(C#N)c(=O)c3c(n12)CCC3	-27	-2
N=c1n(CCN2CCOCC2)c2ccccc2n1CC(=O)c1ccc(Cl)c(Cl)c1	1	13
COc1ccc(-c2nnc(SC(C)C(=O)Nc3ccc4c(c3)OCCO4)o2)cc1 (centres undefined)	5	-3
COC1(c2ccccc2)NC(=S)NN=C1c1ccccc1 (centres undefined)	nt	-13
CCOC(=O)CSC1=C(C#N)C(c2ccc(C)cc2)C(C(=O)OC)C(=O)N1 (centres undefined)	8	-3
CCOc1cccc(NC(=O)C2CC(=O)N(C)C(=Nc3ccccc3)S2)c1 (centres undefined)	13	3
CCCNC(=O)c1cc2c3ccccc3n(C)c2s1	nt	10
O=C(c1cc(-c2ccccc2)on1)N1CCN(C(=O)c2ccco2)CC1	-1	6
CC1(C)CC(=O)C2=C(C1)N(Cc1ccccc1)C(=O)C2(O)C(F)(F)F (centres undefined)	nt	4
c1cc(CNC2=NCCCCC2)ccn1	-2	5
CCSc1nc2c(sc3ccccc32)c(=O)n1C(C)C	nt	38
CCOc1ccccc1N1C(=O)c2ccc(C(=O)O)cc2C1=O	-8	nt
COc1cccc(S(=O)(=O)Nc2cccc(C(=O)N3CCOCC3)c2)c1	nt	-9
CCCCCn1c(CN2CCN(C(=O)OCC)CC2)nc2c1c(=O)[nH]c(=O)n2C	-1	7
CC(=O)N1CCN(Cc2cc(=O)n3cc(Cl)c(C)c(Cl)c3n2)CC1	-4	10
COc1ccc(Cn2nnc3c(=O)[nH]c(C4CCN(C(=O)c5ccccc5Cl)CC4)nc32)cc1	-22	4
CCOC(=O)c1ccc(N2C(=O)CC(N3CCCC(C)C3)C2=O)cc1 (centres undefined)	nt	-6
COc1ccc(CNc2nc(-c3ccccc3)nn2C(=O)c2cccs2)cc1	nt	-6
CCn1c(-c2cc3c(C(F)(F)F)nn(C)c3s2)n[nH]c1=S	nt	-12

(next part)
SMILES	HIV RNase H inh	RmlC RmlD mix
COc1ccc(C(=O)O)cc1S(=O)(=O)N(C)CCc1cccnc1	1	-17
Cc1ccc(C2CC(=O)NC3=C2C(=O)CCC3)cc1Br (centres undefined)	-4	-11
CC1(c2nnc(-c3ccc(Cl)cc3)o2)CC(c2ccc(Cl)cc2)=NO1 (centres undefined)	nt	-21
CC(=O)c1c(N2CCN(C(=O)c3ccco3)CC2)nc(=S)n(-c2ccccc2)c1C	4	-10
COc1ccc(N2C(=O)CC(N3CCC(O)(c4cccc(C(F)(F)F)c4)CC3)C2=O)cc1 (centres undefined)	-15	14
COc1ccc(CSc2n[nH]c(C)n2)cc1Br	-77	-12
O=C(CSC1=Nc2ccccc2C2=NC(CC(=O)NCc3ccco3)C(=O)N12)NCc1ccco1 (centres undefined)	nt	-3
Cc1ccc(C2CC(=O)Oc3cc(O)ccc32)cc1 (centres undefined)	nt	-45
COc1ccccc1C1C=C(c2ccccc2)Nc2nnnn21 (centres undefined)	-1	-11
CCOC(=O)N1CCC(NC(=O)C2CCCN(S(C)(=O)=O)C2)CC1 (centres undefined)	-7	-8
O=C1c2ccccc2C(=O)N1CCc1ccccn1	-8	4
CCOC(=O)c1cc(C#N)c(SCC(=O)c2cc(C#N)c(SC)nc2C)[nH]c1=O	21	-7
C=CCn1c(CCNC(=O)c2cccs2)nnc1SCC(=O)Nc1cccc(Cl)c1C	nt	3
Cc1ccnc(NC(=O)CCC(=O)N(CC(=O)NC2CCCCC2)c2ccc3c(c2)OCO3)c1	8	3
Cc1ccc([N+](=O)[O-])cc1NC1OC(CO)C(O)C1O (centres undefined)	nt	-10
COc1cccc(-n2nnnc2SCC(=O)Nc2cccc(NC(C)=O)c2)c1	-18	-26
O=C(NCCOc1ccccc1)c1ncn[nH]1	-17	-7

Shown in CSV form: 2 of the compounds above.
structure,HIV RNase H inh,RmlC RmlD mix
C=CCn1c(CCNC(=O)c2cccs2)nnc1SCC(=O)Nc1cccc(Cl)c1C,nt,3
O=C1c2ccccc2C(=O)N1CCc1ccccn1,-8,4
